Source: PubChem BioAssay
Chronic BCR inh: blocks chronic active B-cell receptor signaling | ABC-DLBCL IkBa-CBG/CBR reporter, luminescence ratio, 4 h | Potency, µM (highest dose often 46.1 µM), for the others: at the top dose ratio change, negative = lower green/red ratio, actives largely listed as inhibitors | 340,000 tested, 0.05% active; active = well fitted inhibition curve with a large enough effect in the signal ratio, with a control signal flat, not every such curve was filed as active; inconclusive = small, poorly fitted or top-dose-only effect, or effect the other way, or a change in a side signal; the % refers to the signal ratio;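 note: potency is the fitted concentration of half-maximal effect; plate controls were basal doxycycline-induced cells for no effect and cells given 10 µM MG132 for full effect; MG132 reads +100%, hits lower the ratio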
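TMD8 ABC-DLBCL cells carrying doxycycline-inducible green luciferase fused to IkappaBalpha plus unfused red luciferase were exposed to compounds (up to 46 uM) for 4 hrs at 37C. Activity came from the overlap-corrected green/red luminescence ratio.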
B2AR arrestin: agonists driving beta-arrestin recruitment to human beta2-adrenergic receptor; P07550; beta-arrestin recruitment to beta2AR, cell-based reporter; Potency, µM (top dose mostly 46.1 µM), inactives show at the highest dose activation, usual class: activators; 330,000 tested, 0.02% active; AID 492947;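 note: potency is the fitted concentration of half-maximal effect; 0% = DMSO controls and full agonism = EC100 isoproterenol or metaproterenol; nearly all actives have a fitted effect of over 65% in size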
Target sequence (P07550 whole entry, looked up): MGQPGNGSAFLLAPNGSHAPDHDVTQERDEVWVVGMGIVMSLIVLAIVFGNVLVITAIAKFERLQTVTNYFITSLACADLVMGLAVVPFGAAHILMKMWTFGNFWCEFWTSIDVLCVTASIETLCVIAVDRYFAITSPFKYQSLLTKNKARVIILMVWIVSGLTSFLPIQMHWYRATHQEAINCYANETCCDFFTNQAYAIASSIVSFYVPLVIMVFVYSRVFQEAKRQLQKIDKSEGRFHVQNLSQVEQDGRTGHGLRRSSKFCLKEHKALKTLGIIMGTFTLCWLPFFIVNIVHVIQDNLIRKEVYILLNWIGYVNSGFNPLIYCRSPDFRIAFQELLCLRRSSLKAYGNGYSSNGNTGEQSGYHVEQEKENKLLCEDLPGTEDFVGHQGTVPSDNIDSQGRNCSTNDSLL
TSHR antagonist: blocks TSH signaling through the human TSH receptor | TSHR-expressing cells, TSH-stimulated cAMP HTRF, 2 h; hits give low values | activity change, negative = inhibition, % at 11.5 µM | 330,000 tested, 0.2% active | AID 504810;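 active = activity change below a set negative limit, meaning inhibition stronger than a set level, cut at about -70% in these data; inconclusive = activity change between two set negative limits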; note: % is set by controls: 0 for no effect and ±100 for the full control effect
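TSHR-expressing cells, 200/well, pre-treated with compound, then stimulated with EC80 TSH (4nM final) for 2 hours at 37 deg C. cAMP measured by competitive HTRF: anti-cAMP cryptate antibody in lysis buffer plus cAMP-d2, read after 30 minutes at room temperature.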
uPA surface inh: blocks generation of uPA at the cell surface | cell surface uPA generation assay, qHTS | 330,000 tested, 0.31% active | Potency, µM (titrated, usually from 38.3 µM), inactives show at the highest dose activity change, negative = inhibition, actives largely listed as inhibitors | AID 540303; active = well fitted inhibition curve with a large enough effect; inconclusive = small, poorly fitted or top-dose-only effect; inactive = no such curve, though single readings can be large or run the other way; tested in mouse RAW 264.7 cells; note: potency is the fitted concentration of half-maximal effect; % is set by controls: 0 for no effect and ±100 for the full control effect; nearly all actives have a fitted effect of over 55% in size
Tb PFK inh: blocks T. brucei phosphofructokinase | O15648 | T. brucei PFK, ADP-Glo luminescence | Potency, µM (doses to about 57.5 µM), inactives show top-dose activity, negative = inhibition, most hits filed as inhibitors | 330,000 tested, 0.17% active;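 note: potency is the fitted concentration of half-maximal effect; 0% = uninhibited 1x PFK enzyme wells and -100% = no-enzyme wells; nearly all actives have a fitted effect of over 60% in size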
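PFK 1.25 nM, F6P 0.5 mM, ATP 0.1 mM, 0.1 M TEA pH 8.0, 5 mM MgCl2, 0.01% Tween20, 0.1% BSA; 45 min RT. ADP-Glo readout. qHTS titration up to 57 uM; curves fitted, compounds curve-classed.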
USP2a block: USP2a (human) protease inhibition | O75604 | USP2 core, Ub-CHOP2 coupled fluorogenic reporter, 485/531 | Potency, µM (series often up to 38.3 µM), for the others: at the highest dose activity change, negative = inhibition, hits mostly inhibitors | 330,000 tested, 0.01% active | AID 463254;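 note: potency is the fitted concentration of half-maximal effect; plate controls were DMSO wells for no effect and full inhibition by NEM control for full effect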
Target sequence (O75604 whole entry, looked up): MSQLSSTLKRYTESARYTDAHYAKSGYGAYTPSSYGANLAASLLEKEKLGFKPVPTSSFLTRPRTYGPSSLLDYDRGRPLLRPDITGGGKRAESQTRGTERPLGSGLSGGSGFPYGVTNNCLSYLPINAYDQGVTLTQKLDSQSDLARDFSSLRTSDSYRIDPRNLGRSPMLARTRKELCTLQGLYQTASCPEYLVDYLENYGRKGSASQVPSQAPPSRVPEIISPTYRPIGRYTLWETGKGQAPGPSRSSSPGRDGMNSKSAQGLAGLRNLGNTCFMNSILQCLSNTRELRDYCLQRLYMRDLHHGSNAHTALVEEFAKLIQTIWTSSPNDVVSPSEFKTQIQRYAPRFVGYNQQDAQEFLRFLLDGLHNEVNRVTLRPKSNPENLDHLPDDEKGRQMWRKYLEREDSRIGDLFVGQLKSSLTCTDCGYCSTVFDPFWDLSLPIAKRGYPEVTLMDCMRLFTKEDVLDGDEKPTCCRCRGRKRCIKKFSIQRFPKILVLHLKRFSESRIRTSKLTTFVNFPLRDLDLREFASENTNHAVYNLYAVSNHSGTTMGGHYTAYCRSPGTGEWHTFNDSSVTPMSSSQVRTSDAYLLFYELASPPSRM
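Deubiquitinase activity read as fluorescence (485/531 nm) after Ub-CHOP2 cleavage activates the enterokinase reporter on its substrate; USP2 core 10nM, Ub-CHOP2 and substrate 25nM each, 30min compound preincubation then 60min RT; data normalized to NEM, curves fitted.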
ELG1 repair inh: ELG1-dependent DNA repair inhibition. HEK293T ELG1-luciferase reporter, luminescence, 16 h; DNA damage induced by 5-fluorouridine. Potency, µM (top dose mostly 46.1 µM), for inactives: at the highest dose activity change, negative = inhibition, most hits filed as inhibitors. 330,000 tested, 2.3% active. AID 504467; note: potency is the fitted concentration of half-maximal effect; % is set by controls: 0 for no effect and ±100 for the full control effect; nearly all actives have a fitted effect of over 55% in size
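5-Fluorouridine DNA damage + compound/DMSO, 2,000 cells/well, 16 h, 37 °C/5% CO2. ONE-Glo, 30 min RT, luminescence. Readout = decrease in reporter signal.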
PTAP TSG101 blk: blocks PTAP/TSG101 interaction to inhibit HIV-1 budding; Potency, µM (series often up to 115 µM), for inactives: top-dose activity change, negative = inhibition, usual class: inhibitors; 340,000 tested, under 10 active; Fluorescence polarization, FITC-PTAP peptide / Tsg101 binding; Q99816; active = well fitted inhibition curve with a large enough effect in the main read-out, with a control signal flat, not every such curve was filed as active; inconclusive = small, poorly fitted or top-dose-only effect, or effect the other way, or a change in a side signal; inactive = no such curve, though single readings can be large or run the other way; note: potency is the fitted concentration of half-maximal effect; % of control where 0% means no effect
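Fluorescence polarization binding of Tsg101 binding domain (10 uM final) to FITC-labeled PTAP peptide (50 nM final) in HEPES pH 7.5 buffer with NaCl, Tween 20, EDTA, TCEP. Compounds added before peptide; binding 20 min at RT.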
Eya2 inh: inhibitors of human Eya2 phosphatase activity; recombinant Eya2, OMFP fluorescence dephosphorylation (OMFP is methylfluorescein phosphate); Potency, µM (highest dose often 76.9 µM), for inactives: at the highest dose activity, negative = inhibition, most hits filed as inhibitors; 330,000 tested, 0.006% active; note: potency is the fitted concentration of half-maximal effect; % is set by controls: 0 for no effect and ±100 for the full control effect
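Eya2 protein (added as 0.2 uM solution) was preincubated with compound for 10 min at ambient temperature in 50 mM HEPES pH 7.5, 50 mM NaCl, 5 uM MgCl2, 0.05% BSA, 1 mM DTT. OMFP (added at 50 uM) then reacted 10 min; fluorescence read at 485/525 nm.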
TCR activator: T cell receptor activation; primary human leukocytes, anti-CD3, IL-2 HTRF, 48 h; Potency, µM (top dose mostly 9.22 µM), for inactives: at the highest dose activation of IL-2 secretion, hits mostly activators; 330,000 tested, under 10 active; note: % of control where 0% means no effect
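Readout: HTRF IL-2, Eu-cryptate/d2 antibody pair, 320nm excitation, 665nm emission. Stimulus: a-CD3 beads, no co-stimulation. Cells: primary human leukocytes. Exposure: 48 hr with compound.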
Mito fusion act: blocks mitochondrial division or promotes mitochondrial fusion; 320,000 tested, 0.23% active; S. cerevisiae fusion-defective mutant growth rescue, CellTiterGlo 48 h; Potency, µM (series often up to 46.1 µM), inactives show at the highest dose growth rescue (activation), hits mostly activators;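 note: potency is the fitted concentration of half-maximal effect; % of control where 0% means no effect; nearly all actives have a fitted effect of over 45% in size; temperature-sensitive fusion mutants such as fzo1-1 at 37 °C on non-fermentable ethanol glycerol medium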
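Yeast fusion mutant, YPEG (non-fermentable carbon), compound, 48 h at 37C non-permissive; CellTiterGlo added, 10 min RT, luminescence read. Rescued growth = division inhibition.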
* hit, by the source's call; ? = inconclusive; nt = not tested or not shown; [ ] = remark or other dose. Unless noted, calls come from the whole dose curve; as a rule, active = well fitted curve in the direction sought with a large enough effect; inconclusive = small, poorly fitted or top-dose-only effect, or another doubt; inactive = no such curve, though single readings can be large; an effect the other way counts as inactive or inconclusive.

Results follow in this order: Tb PFK inh	TSHR antagonist	PTAP TSG101 blk	B2AR arrestin	TCR activator	ELG1 repair inh	uPA surface inh	USP2a block	Chronic BCR inh	Eya2 inh	Mito fusion act
O=C(NCCC1=CCCCC1)C(=O)NCCc1ccc(Cl)cc1
 : 0%	-4	0%	-0.1%	8%	20%	2%	1%	-2%	4%	1%
O=C(Nc1cc(Cl)ccc1N1CCOCC1)c1cc2ccccc2o1
 : 1%	nt	0%	-1.1%	-2%	0%	-3%	-1%	?	-6%	1%
O=C1CCC(/C=C/c2ccccc2)=NN1
 : -1%	1	-2%	0.2%	7%	?	-5%	2%	-11%	8%	-1%
CC1CCCN(C(=O)C2(NC(=O)Nc3cccc(F)c3)CCCCC2)C1 (stereo unspecified)
 : -2%	-6	-2%	0.1%	3%	-3%	0%	2%	?	11%	-10%
CC1=NN(c2ccc(Br)cc2)C(=O)/C1=C/c1ccc(-c2ccccc2C(=O)O)o1
 : -6%	-34	0%	6.5%	-1%	-4%	16%	-1%	3%	-6%	-6%
CCOC(=O)c1sc(-c2ccc(Br)cc2)cc1N
 : -2%	3	nt	0.0%	nt	?	7%	1%	?	-1%	14%
COCc1cc(CNC(=O)C2CCC(=O)N(Cc3cccc(OC)c3)C2)[nH]n1 (stereo unspecified)
 : -1%	1	-3%	-0.1%	2%	0%	1%	0%	-3%	13%	0%
CC(Sc1nnc(Nc2ccccc2)s1)C(=O)Nc1nc(-c2ccccc2)cs1 (stereo unspecified)
 : 1%	-27	-1%	-0.4%	-4%	-15%	3%	-1%	-7%	-6%	14%
COC(=O)c1ccc(/C=N/NC(=O)C(=O)N2CCCCCC2)cc1
 : 1%	-12	0%	0.2%	-7%	-9%	3%	4%	?	4%	5%
Cc1ccccc1CN1C(=O)c2ccccc2S(=O)c2ccc(C(=O)NCCCN3CCOCC3)cc21 (stereo unspecified)
 : 3%	-10	-5%	2.9%	9%	22%	2%	0%	?	7%	17%
Cc1ccc2[nH]c3c(=S)nc[nH]c3c2c1
 : -3%	157	0%	6.2%	-10%[46.1 µM]	?	-2%	6%	?	-2%	1%
CS(=O)(=O)CCC(C(=O)O)N1C(=O)c2ccc(Oc3ccc(Cl)cc3)cc2C1=O (stereo unspecified)
 : 1%	6	-4%	-0.9%	-9%	-4%	0%	0%	1%	7%	2%
CCOc1ccc(C(=O)N(CN2CCCC2=O)c2cccc(Cl)c2)cc1
 : 0%	4	-1%	-0.3%	42%	-20%	4%	0%	0%	-23%	-2%
O=C(CN1C(=O)C2CCCCC2C1=O)OCn1nnc2ccccc2c1=O (stereo unspecified)
 : 0%	20	-3%	-0.4%	-3%	?	-3%	4%	0%	3%	1%
COC(C[C@@H](O)[C@H](C)[C@@H](O)COCc1ccccc1)OC
 : -2%	18	nt	0.0%	-1%	20%	7%	5%	3%	1%	?
O=c1[nH]c(SCCN2CCOCC2)nc(O)c1-c1ccccc1
 : 0%	-8	-10%	-0.4%	-1%	-3%	-1%	1%	12%	2%	0%
CC(C)(C(N)=O)c1ccccc1
 : -6%	8	-2%	0.6%	5%	?	1%	-3%	-4%	-5%	-5%
CSCCC(NC(=O)c1ccccc1Cl)C(=O)Nc1ccc(C)c(S(=O)(=O)N2CCOCC2)c1 (stereo unspecified)
 : 3%	15	-1%	0.1%	1%	?	?	-1%	-7%	1%	4%
O=C1CCC(c2ccccc2)=NN1
 : 1%	11	1%	0.2%	5%	?	-7%	0%	14%	-12%	6%
CCCc1nc2c(ccc3ccccc32)cc1CC
 : -6%	-4	-5%	-0.7%	-3%	9%	12%	4%	6%	11%	0%
CC(=O)Nc1ccc(NC(=O)CCCSc2nc3ccccc3s2)cc1
 : 3%	7	-1%	0.1%	nt	-1%	2%	1%	?	4%	20%
CN1C(=O)NC(c2ccc(O)cc2)C2=C1CN(c1ccc(O)cc1)C2=O (stereo unspecified)
 : -6%	-8	-3%	0.5%	3%	9%	-1%	3%	?	-2%	2%
COCCn1c(SC2CCOC2=O)nc2ccccc2c1=O (stereo unspecified)
 : 2%	-7	0%	-0.1%	-6%	-18%	-4%	3%	-1%	8%	-7%
CN(C(=O)c1cc(COc2ccc(F)cc2Cl)on1)C1CCCc2ccccc21 (stereo unspecified)
 : 3%	-8	0%	0.1%	-10%	-17%	4%	1%	0%	-1%	-1%
O=C(CN1CCc2ccccc2C1)Nc1ccccc1C(=O)NC1CC1
 : -1%	9	-1%	0.0%	5%	0%	5%	-1%	?	-4%	-4%
O=C(Cc1ccc(Cl)cc1)c1c[nH]c(C(=O)NCCCn2ccnc2)c1
 : -7%	1	-3%	-0.1%	7%	-3%	37%[activator]	3%	6%	-22%	4%
NC(=S)N=Nc1c(O)n(CCCl)c2ccccc12
 : 3%	0	2%	?	0%	-2%	1%	1%	?	-5%	-4%
Cc1ccc(C2=NN(C(=O)COc3ncnc4ccccc34)C(c3ccco3)C2)cc1 (stereo unspecified)
 : 0%	4	-2%	0.0%	nt	7%	0%	0%	2%	3%	6%
O=C(Cc1ccccc1)NC1CCSc2ccccc21 (stereo unspecified)
 : 0%	1	2%	0.1%	11%	?	4%	-1%	1%	-3%	3%
O=C1CN(C(=O)c2ccccc2)C(c2ccccc2)c2cc(Cl)ccc2N1 (stereo unspecified)
 : -1%	10	-3%	-0.3%	-6%	3%	-6%	1%	?	4%	3%
Cc1ccc(S(=O)(=O)N2CCCCC2)cc1NC(=O)CCOc1ccccc1
 : 0%	0	-1%	-0.2%	1%[46.1 µM]	-8%	1%	0%	0%	15%	-5%
O=C(Cn1nnc(-c2ccccc2)n1)Nc1ccccc1N1CCOCC1
 : 0%	-14	-10%	-0.5%	2%	?	7%	1%	-2%	3%	6%
COC(=O)c1c(C(=O)OC)c(-c2ccccc2)n2c1CS(=O)(=O)C2
 : 2%	3	0%	-1.0%	-3%	6%	-7%	5%	6%	-4%	1%
CC1(C)Cc2ccccc2C(Nn2cnnc2)=N1
 : -1%	-4	1%	0.2%	-3%	0%	1%	5%	4%	17%[15.4 µM]	0%
COc1ccc(CCNC(=O)c2ccc([N+](=O)[O-])cc2)cc1
 : 3%	-1	0%	0.4%	-4%	-7%	6%	-3%	?	-5%	-4%
O=C(Nc1nc(=O)c2ccccc2s1)c1ccc(F)cc1
 : 3%	-12	-2%	0.1%	2%[46.1 µM]	?	?	3%	?	0%	0%
COc1cc(OC)cc(C(=O)NCC(=O)OCC(=O)Nc2ccc(C)c(S(=O)(=O)N3CCOCC3)c2)c1
 : 5%	-3	-1%	-0.2%	-26%	5%	-5%	0%	-8%	-8%	10%
COc1ccc(-c2ccc(NS(=O)(=O)c3ccc([N+](=O)[O-])cc3)cc2)nn1
 : 0%	-3	-5%	0.6%	1%	-8%	2%	1%	10%	-4%	3%
Cc1cccc(C)c1OCCn1nnc2ccccc21
 : 3%	-41	-2%	-0.1%	2%	-2%	-2%	0%	-15%	-8%	2%
O=C(NCC1CCCO1)c1cccc(S(=O)(=O)N2CCCCC2)c1 (stereo unspecified)
 : -5%	4	0%	-0.2%	3%	4%	-3%	2%	-5%	-14%	3%
CCSc1nnc(NC(=O)C(NC(=O)c2ccc(Cl)cc2)C(C)C)s1 (stereo unspecified)
 : 1%	-9	-5%	0.5%	-2%[46.1 µM]	-1%	2%	-3%	8%	11%	0%
Cc1cc(C)nc(SCC(=O)NC2=NN=C(c3ccc(Br)cc3)CS2)n1
 : 2%	2	-5%	0.1%	-7%	?	nt	-4%	-1%	12%	9%
